High-throughput results: PubChem BioAssay, The Scripps Research Institute Molecular Screening Center
OXTR potentiate: potentiators of human oxytocin receptor; P30559; CHO-OTR cells, Fluo-8 calcium fluorescence, potentiator mode; 0% = oxytocin EC15, 100% = EC100; activation, % at 3 µM; 0.061% of 320,000 active;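 active means activation above that plate's cutoff, the mean activation of tested compounds plus 3 SD, cut at about 6.6% in these data, passing the limit was not always enough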;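 further: 100% uses oxytocin at 75 nM as the full agonist control; some results filed as inactive read as strong as hits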
Target sequence (P30559 whole entry, looked up): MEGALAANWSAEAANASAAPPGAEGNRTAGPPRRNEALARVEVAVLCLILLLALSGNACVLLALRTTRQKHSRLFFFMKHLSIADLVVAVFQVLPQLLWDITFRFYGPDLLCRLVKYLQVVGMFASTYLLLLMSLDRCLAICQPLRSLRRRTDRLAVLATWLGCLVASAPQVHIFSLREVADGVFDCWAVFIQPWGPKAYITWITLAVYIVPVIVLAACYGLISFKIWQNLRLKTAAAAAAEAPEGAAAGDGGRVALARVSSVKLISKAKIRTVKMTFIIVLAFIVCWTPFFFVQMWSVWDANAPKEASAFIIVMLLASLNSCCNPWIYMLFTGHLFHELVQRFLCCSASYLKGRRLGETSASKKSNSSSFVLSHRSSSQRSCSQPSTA
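test system = CHO-OTR cells, human receptor | compound = single-point 3.0 µM | schedule = 6 min compound pre-incubation at room temperature, 100 s kinetic read | signal = Fluo-8 no-wash calcium dye fluorescence, excitation 470-495 nm, emission 515-575 nm | repeats = single well per compound, singlicate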
M1 PAM parental: nonselective activator or artifact in parental CHO-K1 calcium assay | activation, % at 3 µM | AID 602247 | 0.02% of 360,000 active | ATP EC20, Fluo-8 calcium fluorescence; 0% at ATP EC20, 100% at ATP max;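 active means activation above the run cutoff, the mean activation of all test compounds plus 3 SD, cut at about 40% in these data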;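 further: peak over basal fluorescence ratio in a 140 s read after ATP addition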
CHRM1 agonist: human M1 muscarinic receptor agonism | P11229 | CHO-K1 hM1, Fluo-8 calcium fluorescence, agonist mode; 0% DMSO, 100% acetylcholine EC100 | activation, % at 3 µM | 0.33% of 360,000 active | AID 588814;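 active means activation above the run's mean compound activation plus 3 SD, cut at about 16% in these data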;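 further: peak over basal fluorescence ratio within a 140 s kinetic read after compound addition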
Target sequence (P11229 whole entry, looked up): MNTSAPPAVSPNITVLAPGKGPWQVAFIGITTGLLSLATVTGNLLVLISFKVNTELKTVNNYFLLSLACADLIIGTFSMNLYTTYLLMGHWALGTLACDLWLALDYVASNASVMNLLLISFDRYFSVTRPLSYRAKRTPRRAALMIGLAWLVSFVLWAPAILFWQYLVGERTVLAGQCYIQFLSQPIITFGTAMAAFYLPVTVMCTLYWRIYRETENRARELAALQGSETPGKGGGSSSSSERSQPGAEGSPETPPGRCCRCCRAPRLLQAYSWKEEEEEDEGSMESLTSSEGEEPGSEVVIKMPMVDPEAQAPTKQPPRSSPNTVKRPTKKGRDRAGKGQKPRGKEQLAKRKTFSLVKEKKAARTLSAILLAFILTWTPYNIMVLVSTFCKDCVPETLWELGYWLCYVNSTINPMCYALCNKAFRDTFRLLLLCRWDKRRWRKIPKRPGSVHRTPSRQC
V1aR counter: counter-screen for oxytocin receptor agonists: human V1a receptor agonists; P37288; CHO-V1R cells, Fluo-8 calcium fluorescence, agonist mode; 0% DMSO, 100% 3 nM vasopressin; activation, % at 3 µM; 0.25% of 320,000 active; AID 2797;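 active means activation above the mean activation of all tested compounds plus 3 SD, per screening run, cut at about 20% in these data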;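 further: signal is peak over basal fluorescence ratio across a 100 second FLIPR read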
CHO-K1 Ca antag: M1 antagonist counterscreen hit in parental CHO-K1 cells. ATP-induced calcium, Fluo-8 fluorescence. inhibition, % at 3 µM. 0.6% of 360,000 active;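 active means inhibition above a per-plate cutoff, the plate's mean sample inhibition plus 3 SD, cut at about 24% in these data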;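 further: 0% = DMSO plus EC80 ATP and 100% = DMSO alone without ATP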
CHO parental Ca: signal in parental CHO cells, OX1R antagonist counter-screen. 0.63% of 330,000 active. parental CHO-K1, ATP-induced calcium, Fluo-8 fluorescence. inhibition, % at 5.6 µM;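 active means inhibition above that plate's mean sample inhibition plus 3 SD, cut at about 26% in these data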;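 further: 0% = ATP-challenged DMSO wells and 100% = DMSO wells without ATP; some compounds past the cut are filed as inactive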
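Assay system – parental CHO cells · Reagent – ATP stimulus · Detection – intracellular calcium via Fluo-8 no-wash fluorescent dye · Evaluation – percent inhibition of ATP-evoked calcium rise, normalized to controls · Controls – ATP wells versus no-ATP DMSO wells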
TAAR1 agonist: agonists of human TAAR1; 0.99% of 360,000 active; activation, % at 3 µM; AID 624467; CHO RD-HGA16 TAAR1, Fluo-8 calcium fluorescence; vehicle wells 0%, saturating PEA agonist 100%;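 active means activation above the mean activation of all test compounds in the run plus 3 SD, cut at about 38% in these data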
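Assay system – CHO-derived RD-HGA16 cells with stable Gα16 and human TAAR1 · Compound dosing – one-point dosing at 3 µM (nominal) · Incubation – 17-24 h seeding, 75 min 37 °C dye, 30 min RT · Measured by – kinetic Fluo-8 calcium fluorescence · Control set – DMSO vehicle as 0%, PEA at EC100 as 100% · Repeats – single well for each compound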
CHO-K1 Ca ag: counter-screen for M1 agonists: effect in parental CHO-K1 cells. Fluo-8 calcium fluorescence; scaled to maximal ATP response, vehicle zero. activation, % at 3 µM. 0.48% of 360,000 active; in the data active means activation above about 15%;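 further: untransfected CHO-K1 host cells lacking M1 receptor as counterscreen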
TAAR1 antag: antagonists of human TAAR1. Q96RJ0. CHO RD-HGA16 TAAR1, Fluo-8 calcium fluorescence, antagonist. inhibition, % at 3 µM. 1.5% of 360,000 active;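 active means inhibition above a per-plate cutoff, the mean inhibition of test compounds on that plate plus 3 SD, cut at about 49% in these data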;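 further: 0% = DMSO plus EC80 beta-PEA response and 100% = DMSO alone without agonist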
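System: CHO RD-HGA16 cells bearing hTAAR1. Reagent: EC80 β-phenethylamine stimulus. Schedule: seeding 17-24 h prior, 75-min 37 °C, 30-min RT dye loading. Signal: Fluo-8 intracellular calcium dye fluorescence, real-time kinetic reads. Read-out: % inhibition from peak post-agonist over basal fluorescence ratio. Benchmarks: vehicle wells and EC80 agonist wells. Replicates: n of 1.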
* marks the source's active call; other numbers are inactive results; · = not tested or not shown.

Order of results – OXTR potentiate	M1 PAM parental	CHRM1 agonist	V1aR counter	CHO-K1 Ca antag	CHO parental Ca	TAAR1 agonist	CHO-K1 Ca ag	TAAR1 antag
CCC(=O)NC(=S)Nc1ccc(NC(=O)c2ccc([N+](=O)[O-])cc2)cc1
 : -1	11	-6	0.7	2	2	1	0.8	1
Nc1nnnn1/N=C/c1ccccc1
 : ·	-20	2	·	8	·	0	0.0	-2
COCCCN(C(=O)c1cc2c(s1)CCC2)c1c(N)n(Cc2ccccc2)c(=O)[nH]c1=O
 : -1	14	-6	-1.3	-3	-9	2	0.2	-4
Nc1nn2cc(-c3ccc(Br)cc3)nc2c2ccccc12
 : -6	9	-3	-0.3	-12	-27	-5	-0.5	-8
Cc1ccccc1N1CC(C(=O)Nc2nnc(SCc3ccccn3)s2)CC1=O (configuration not stated)
 : -8	-1	-4	-0.4	-5	-19	1	0.3	-8
COc1ccccc1NC(=O)Nc1ccc(NC(=O)c2ccccc2O)cc1
 : -12	-24	0	2.9	14	-15	12	6.0	61*
C#Cc1ccc(NC(=O)C2(C)CCN2C(=O)Cc2ccc(C(C)(C)C)cc2)cc1 (configuration not stated)
 : ·	14	-4	·	-4	·	5	4.1	24
O=C(CN1C(=O)NC2(CCOc3ccccc32)C1=O)c1ccc(Cl)s1 (configuration not stated)
 : -8	13	-3	5.2	-16	-15	7	4.1	10
CCN(CC)CCCn1c(=S)[nH]c2cc(Cl)ccc2c1=O
 : 1	12	-9	0.7	1	-10	0	-0.1	4
CCc1cc(C(=O)OC)c(NC(=O)CSc2nccn2C)s1
 : -2	13	-5	-0.2	-8	4	-2	-0.1	-10
CC(C)C(=O)Nc1ccc(C(=O)CN2C(=O)NC3(CCOc4ccccc43)C2=O)cc1 (configuration not stated)
 : 0	-18	0	1.2	3	-13	3	1.1	24
CC(C)(C)NC(=O)C(c1ccc(-c2ccccc2)cc1)N(C[C@H]1CC[C@@H]([C@@H]2CC[C@H](CO)O2)O1)C(=O)c1ccccc1F (some centres not stated)
 : ·	17	-3	·	-22	-23	·	1.2	·
O=C(Nc1ccc(Br)cc1)N1CCCCC1
 : 5	15	-4	0.8	-21	1	0	2.1	2
CCOc1ccccc1OCCC(=O)NNC(=O)Cn1nc(C)cc1C
 : 6	11	-1	0.9	-17	0	1	1.4	-14
O=C(OCC(=O)N1CCN(C(=O)c2ccco2)CC1)c1cc(-c2ccccc2)nc2ccccc12
 : -10	15	-1	-1.6	11	-37	8	5.0	57*
CSc1nc(C)c(Cl)c(C)c1C#N
 : 1	-1	-4	0.1	4	-1	5	0.1	2
CCNC(=O)N(C)C[C@H]1N[C@@](CC)(C(=O)OC)[C@H]2C(=O)N(C)C(=O)[C@@H]12
 : 0	1	-1	2.9	-4	2	2	0.5	-25
COC(=O)N1CCCCC1c1cc(C(=O)NCc2cccnc2)no1 (configuration not stated)
 : ·	-2	-7	·	5	·	4	0.2	-20
CCCCCCCCSc1nnc(CSc2nc3nc(C)cc(C)n3n2)o1
 : -4	-1	-12	0.3	-18	-10	5	0.7	2
NC(=O)COC(=O)c1cc(-c2ccco2)nc2ccccc12
 : -4	14	-2	0.4	-15	-1	1	2.8	-12
CCc1ccc(OCC(=O)NNC(=O)c2c(CC)noc2C)cc1
 : -1	-7	-1	0.3	6	-2	0	4.6	-19
O=C(Nn1nnnc1Nc1ccccc1)C12CC3CC(CC(C3)C1)C2
 : -13	13	1	5.7	-2	-17	13	4.5	10
COc1ccc(C(CNC(=O)CNC(=O)c2ccc(F)cc2)N2CCCC2)cc1 (configuration not stated)
 : 1	6	-5	0.4	-6	-9	0	0.4	13
Cc1c(/C(O)=C2\C(=O)C(=O)N(CCN(C)C)C2c2cccs2)cnn1-c1ccccc1 (configuration not stated)
 : -8	13	-3	0.3	-13	-9	3	0.7	0
O=C(Nc1ccccc1)N1CCC(=S)Nc2ccccc21
 : 5	21	-1	3.5	-8	-1	1	0.5	-13
O=C(Nc1cc(Cl)cc(Cl)c1)N1CCCC1
 : -9	7	0	-1.4	0	25	7	5.2	-9
CCCCC[C@@H](C)N1C[C@@H](COCc2ccccc2)Oc2cc(N3CC[C@@H](N(C)C)C3)ccc2S1(=O)=O
 : ·	3	·	·	-3	·	21	-0.5	-12
O=C(NCc1ccco1)c1ccc(Cn2c(=O)c3ccccc3n(Cc3ccc(Cl)cc3)c2=O)cc1
 : 1	3	0	2.1	-4	-3	1	0.8	-7
Cc1ccc(C(=O)Nc2cccc(C(F)(F)F)c2)cc1Nc1cnccn1
 : -7	4	-7	-0.9	-14	-7	5	-0.2	-6
C/C(=N\NC(=O)CNC(=O)c1ccccc1Br)c1ccco1
 : -9	-8	-3	1.7	-11	-8	1	1.1	-6
CCn1c(-c2sc(-c3ccccc3)nc2C)n[nH]c1=S
 : 0	-4	-4	0.3	-4	-18	5	0.6	-1
CCCCNC(=O)C[C@@H]1C[C@@]2(C(=O)OCC)CCC=C2N(Cc2ccc3c(c2)OCO3)C1=O
 : ·	14	·	·	-23	·	1	-0.1	-3
Cc1ccc(S(=O)(=O)Oc2ccc(C3C4=C(CCCC4=O)N(CCC(=O)O)C4=C3C(=O)CCC4)cc2Cl)cc1
 : -4	-7	-2	1.1	6	-4	6	0.1	1
O=C(CC1SC(N2CCCC2)=NC1=O)Nc1ccc(C(=O)NCc2ccccc2F)cc1 (configuration not stated)
 : ·	6	-1	·	-12	·	0	0.1	-15
Cc1[nH]nc(-c2ccc(OCc3cnn(-c4ccccc4)c3)cc2O)c1Oc1ccccc1F
 : -17	9	3	0.1	-5	-8	10	0.3	-9
CN(C)C(=O)CS(=O)(=O)c1ccc(Cl)cc1
 : -7	5	-1	0.3	-16	-7	1	0.6	10
NC(=S)N/N=C/c1ccc(/C=N/NC(N)=S)cc1
 : -5	14	-2	1.0	-13	-5	2	0.3	-21
COc1ccc(C)cc1S(=O)(=O)N1CCCC(C(=O)NCc2ccccn2)C1 (configuration not stated)
 : -4	0	-1	1.1	-2	-5	0	0.6	-1
CC1CCN(S(=O)(=O)c2ccc3[nH]cc(C(=O)NCCN4CCOCC4)c(=O)c3c2)CC1
 : -9	-8	1	0.7	6	-4	-2	-0.1	0
CCN(CC)S(=O)(=O)c1ccc(NC(=O)COC(=O)c2ccc(Br)o2)cc1
 : -12	13	0	9.3	3	-9	13	2.5	-20
CC1CCc2sc(C(=O)NNC(=O)c3ccncc3)cc2C1 (configuration not stated)
 : 2	-5	-2	-0.1	0	-7	0	0.1	-2
COC(=O)CC1NCCc2cc(OC)c(OC)cc21 (configuration not stated)
 : -10	28	-3	-0.7	-25	0	1	1.9	0
Fc1ccccc1/C=N/Nc1ncnc2nc[nH]c12
 : -9	8	-5	-0.3	4	6	5	-0.1	-5
CCn1c(SCC(=O)NNC(=O)c2ccccc2)nnc1-c1ccco1
 : -5	-12	-6	-0.2	12	-2	0	-0.3	-11
CCCNC(=O)C1(C)CCCN(C(=O)c2cc(C)n(C(C)(C)C)n2)C1 (configuration not stated)
 : ·	15	-4	·	-3	·	1	0.3	-11
Cc1ccc(Nc2c(-c3ccc(N4CCOCC4)cc3)nc3ncccn23)c(C)c1
 : -6	22	-1	1.7	-8	-7	0	0.8	-17
CC(C)(C)OC(=O)NCc1nc(N)n[nH]1
 : 3	9	-2	1.1	-2	-2	10	0.0	10
CCOC(=O)C(/C=N/c1cc(C)nn1-c1ccccc1)=C(\C)O
 : -6	16	-1	0.3	-1	-1	4	1.4	-24
COc1ccccc1C(c1nnnn1CCc1ccccc1)N1CCCCCC1 (configuration not stated)
 : -16	17	-6	-0.9	-7	23	0	-0.3	3
COc1ccc2cc(C)c3nnc(SCC(=O)Nc4nc(-c5ccc(F)cc5)cs4)n3c2c1
 : -1	-5	-5	0.7	0	-10	2	0.2	-15
CCOc1ccc2ccccc2c1C(=O)N1CCOCC1
 : 3	15	-4	-0.2	-11	-5	6	0.5	3
CCOC(=O)C1CCCN(C(=O)c2cc(Cl)ccc2NC(=O)C2=C(C)OCCS2)C1 (configuration not stated)
 : 1	-13	2	-0.8	14	-19	1	0.7	-18
CCOc1ccc(NC(=O)COC(=O)CCC(=O)c2cccs2)cc1
 : -5	3	-2	0.8	-13	-1	2	2.0	-5
Cc1cc(SCC(=O)NC(=O)NCc2ccco2)nc2c(C)cccc12
 : -4	-3	-3	-0.1	-2	-7	-3	-0.2	-18
CSC(=S)N/N=C(\C)c1ccccc1
 : -1	-3	-1	-0.1	4	-7	3	0.1	20
CCn1cc(C(=O)N2CCN(c3cccc(Cl)c3)CC2)c2cc(OC)c(OC)cc2c1=O
 : -15	17	-5	-0.5	-16	-26	11	1.5	-7
CCN1CCCC1CNC(=O)c1[nH]c2ccc(OC)cc2c1C (configuration not stated)
 : -15	6	-10	-0.1	-4	-3	-1	4.1	6
COc1ccc2cc(CCNC(=O)c3ccc(S(=O)(=O)N4CCOCC4)cc3)c(=O)[nH]c2c1
 : -3	9	-5	-0.1	-14	-7	1	1.1	15
O=Cc1ccc([B-](F)(F)F)s1
 : ·	13	-1	·	-8	·	1	0.8	-1
COc1ccc(C)cc1NC(=O)C(OC(=O)c1ccc([N+](=O)[O-])o1)c1ccccc1 (configuration not stated)
 : -16	-8	-11	0.0	-5	-7	-1	0.6	-11
CCOc1cc(C(=O)OCC(=O)Nc2c(C)cccc2C)ccc1OCC(=O)N1CCOCC1
 : 0	0	-5	0.0	-13	-8	7	0.5	1
CN1C(=O)/C(=C/c2ccc(C(=O)Nc3ccc(O)cc3C(=O)O)cc2)SC1=S
 : -6	3	-1	0.0	-12	-9	2	0.5	-23
O=C(NCc1cccc(C(F)(F)F)c1)C1CC(c2ccccc2[N+](=O)[O-])=NO1 (configuration not stated)
 : 0	-2	-3	0.6	-10	-11	4	0.5	-3

Part of the list above in order of formula weight, ascending.
Order of results – OXTR potentiate	M1 PAM parental	CHRM1 agonist	V1aR counter	CHO-K1 Ca antag	CHO parental Ca	TAAR1 agonist	CHO-K1 Ca ag	TAAR1 antag
O=Cc1ccc([B-](F)(F)F)s1
 : ·	13	-1	·	-8	·	1	0.8	-1
CC(C)(C)OC(=O)NCc1nc(N)n[nH]1
 : 3	9	-2	1.1	-2	-2	10	0.0	10
CCOc1cc(C(=O)OCC(=O)Nc2c(C)cccc2C)ccc1OCC(=O)N1CCOCC1
 : 0	0	-5	0.0	-13	-8	7	0.5	1
